hcGAS inh – blocks human cGAS activity; AID 1259398; inhibition, % at 12.5 µM; Q8N884; recombinant h-cGAS, ATP depletion, Kinase-Glo luminescence; hit rate 0.081% among 290,000;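 note: 0% = vehicle reaction and 100% = reaction without DNA for no activity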
Target sequence (Q8N884 whole entry, looked up): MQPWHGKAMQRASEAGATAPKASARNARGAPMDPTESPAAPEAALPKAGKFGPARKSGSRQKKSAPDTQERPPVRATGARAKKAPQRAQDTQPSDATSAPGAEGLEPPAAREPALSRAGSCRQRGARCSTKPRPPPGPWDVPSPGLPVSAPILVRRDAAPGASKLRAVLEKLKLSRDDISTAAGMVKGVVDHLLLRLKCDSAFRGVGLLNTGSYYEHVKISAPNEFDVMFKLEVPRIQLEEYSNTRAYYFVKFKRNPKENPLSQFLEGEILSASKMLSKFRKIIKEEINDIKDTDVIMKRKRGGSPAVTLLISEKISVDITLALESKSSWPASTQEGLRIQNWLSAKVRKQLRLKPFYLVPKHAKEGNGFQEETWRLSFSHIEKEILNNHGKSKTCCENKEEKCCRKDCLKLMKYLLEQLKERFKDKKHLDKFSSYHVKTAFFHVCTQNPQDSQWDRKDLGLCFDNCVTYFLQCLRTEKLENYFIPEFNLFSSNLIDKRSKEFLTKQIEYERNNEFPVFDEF
NPYLR7 agonist – activates Aedes aegypti NPYLR7 receptor | HEK293T NPYLR7/Galpha15, GCaMP6s calcium fluorescence | activation, % at 10 µM | hit rate 0.15% among 270,000; in the data active = activation above about 40%;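 note: 0% = vehicle and 100% = reference agonist at the receptor; some compounds past the cut are filed as inactive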
mcGAS lum – inhibitors of mouse cGAS; Q8C6L5; recombinant cGAS, Kinase-Glo ATP depletion luminescence; inhibition, % at 12.5 µM; hit rate 0.15% among 160,000; AID 1259399;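 note: 0% = negative control wells and 100% = reference inhibitor with no enzyme activity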
An asterisk follows results filed as active; & = joins results of further samples. Cut-off read from the data, not from the text of the source, unless noted: active = inhibition above about 40%; inactive = the rest.

CCn1nc(C)c(CNC(C)Cc2cccc(OC)c2)c1C (stereo not drawn) was read as hcGAS inh -1.4 and NPYLR7 agonist -0.2.
COP(=O)(OC)C(O)(CCc1ccccc1)C[N+](=O)[O-] (stereo not drawn) was read as hcGAS inh -4.3 and NPYLR7 agonist 2.9.
Cc1ccc(C2c3c(c4ccccc4oc3=O)OC(=N)C2C#N)o1 (stereo not drawn) was read as hcGAS inh 0.1 and NPYLR7 agonist -1.7.
For COc1ccc(-n2c(SCC3CCCO3)nc3ccccc3c2=O)cc1Cl (stereo not drawn) the results were hcGAS inh -3.6&-8.4, NPYLR7 agonist 0.0&-1.6 and mcGAS lum -8.9.
For CC(=C(C#N)P(=S)(c1ccccc1)c1ccccc1)N1CCCC1 the results were hcGAS inh -1.9 and NPYLR7 agonist 10.5.
CCc1ccc(CN2CCC3(CCNCC3)C2)nc1 was read as hcGAS inh -2.6, NPYLR7 agonist 0.4 and mcGAS lum -0.5.
`CCc1c(C(N)=O)cnn1C(C)(C)C` gave hcGAS inh -4.6, NPYLR7 agonist 4.1 and mcGAS lum -3.9.
N#CC1C(=N)Oc2c(c(=O)oc3ccccc23)C1c1ccc(O)cc1 (stereo not drawn) was read as hcGAS inh -0.4, NPYLR7 agonist -1.4 and mcGAS lum 1.8.
`CC1(C)CC2(CC(C)(C)N1)OCC(CO)O2` (stereo not drawn) gave hcGAS inh 7.3, NPYLR7 agonist -0.8 and mcGAS lum 1.1.
For CCOc1ccc(CN2CCN3CCN(C)C(=O)C3C2)cn1 (stereo not drawn) the results were hcGAS inh -7.9 and NPYLR7 agonist 8.1.
COc1ccc2c(c1)CC1(CC2)NCCc2[nH]cnc21 (stereo not drawn) was read as hcGAS inh 12.6 and NPYLR7 agonist 1.2.
`O=C(c1cccc(Cl)c1)C1CCCN(C2CCCCC2)C1` (stereo not drawn) gave hcGAS inh -1.2, NPYLR7 agonist 1.7 and mcGAS lum -13.9.
For CC(C)c1ccc(NC(=O)C(C2CCCC2)N2CCN(C(=O)COc3ccccc3)CC2)cc1 (stereo not drawn) the results were hcGAS inh -4.2, NPYLR7 agonist -3.1 and mcGAS lum -4.5.
O=C(c1c(F)cc(F)cc1F)N1CCN(CCOC(c2ccccc2)c2ccccc2)CC1 was read as hcGAS inh -4.3, NPYLR7 agonist 14.8 and mcGAS lum -5.9.
COc1ccc(-n2nc(C(C)(C)C)c3c2N(CC(=O)O)C(=O)CSC3c2cccc(F)c2)cc1 (stereo not drawn) was read as hcGAS inh -1.2, NPYLR7 agonist -6.4 and mcGAS lum -5.3.
`CC(C)(C)c1nn(-c2cccc(F)c2)c2c1C(c1ccccc1Cl)SCC(=O)N2CC(=O)NCC1CCCO1` (stereo not drawn) gave hcGAS inh 2.8, NPYLR7 agonist 11.7 and mcGAS lum -2.7.
S=P(C=C(Cl)c1ccccc1)(C=C(Cl)c1ccccc1)N1CCOCC1 was read as hcGAS inh -1.7, NPYLR7 agonist 2.4 and mcGAS lum -2.0.
CC[C@@H]1C=C/C=C/C[C@H](C)[C@@H](O)[C@](C)(O)C(=O)[C@H](C)[C@@H](O)[C@H](C)C(=O)[C@H](C)[C@@H](O)[C@H](C)/C=C/C(=O)O[C@H]2[C@@H](C)[C@@H](CC1)O[C@@]1(CC[C@@H](C)[C@@H](C[C@H](C)O)O1)[C@@H]2C was read as hcGAS inh -6.5, NPYLR7 agonist -9.1 and mcGAS lum -5.3.
For Clc1ccc(NC2=NCCCS2)cc1Cl the results were hcGAS inh -4.4, NPYLR7 agonist 1.3 and mcGAS lum -3.2.
Screening CCC1CCCCN1P(=O)(c1ccc(C)o1)C(C)(C)C (stereo not drawn) returned hcGAS inh 4.4 and NPYLR7 agonist 6.7.
`Cc1nn(CC(C)C)c(Cl)c1C(=O)NCc1ccc(F)cc1` gave hcGAS inh -11.9, NPYLR7 agonist 5.2 and mcGAS lum -5.8.
CCOC(=O)[C@H]1CN(C(=O)c2cc(C)oc2C)[C@]2(C)C(=O)N(CC3CC3)c3ccccc3[C@H]12 was read as hcGAS inh 3.9, NPYLR7 agonist -9.3 and mcGAS lum 0.6.
Screening CNC(=O)Oc1cccc2ccccc12 returned hcGAS inh 2.4 and NPYLR7 agonist -11.7.
`C[C@]12CCC3[C@@H](CC[C@@]45O[C@@H]4C(O)=C(C#N)C[C@]35C)C1CC[C@@H]2O` (stereo partly drawn) gave hcGAS inh -3.3 and NPYLR7 agonist -1.7.
For Cn1nnc(C(Br)CBr)n1 (stereo not drawn) the results were hcGAS inh 1.9 and NPYLR7 agonist -2.9.
For COc1cccc(CC(=O)N2CCN(CC(OCc3ccc(C(F)(F)F)cc3)c3ccc(Cl)cc3)CC2)c1 (stereo not drawn) the results were hcGAS inh -5.2 and mcGAS lum -6.1.
Screening S=P(NN=C1CN2CCC1CC2)(c1ccccc1)c1ccccc1 returned hcGAS inh -6.0, NPYLR7 agonist 7.8 and mcGAS lum -5.6.
For O=P(O)(O)C12CC3CC(CC(C3)C1)C2 the results were hcGAS inh -6.5 and NPYLR7 agonist 2.3.
O=C1CN=C(c2cccc(Br)c2)c2oc3ccccc3c2N1 was read as hcGAS inh -1.1 and NPYLR7 agonist -4.5.
S=c1n(CC2CCCO2)nnn1CN1CC=C(c2ccccc2)CC1 (stereo not drawn) was read as hcGAS inh -13.8 and NPYLR7 agonist 0.0.
`O=C(O)CSC(c1ccc(F)cc1)c1ccc(F)cc1` gave hcGAS inh -7.1&3.8, NPYLR7 agonist 4.6&-1.8 and mcGAS lum -5.8&-1.1.
`Cc1nc(N)nc(C)c1CC(=O)N1CCCC2(CCNC2)C1` (stereo not drawn) gave hcGAS inh -7.8 and NPYLR7 agonist -0.1.
Screening CCN(CC)C(=O)c1ccc(NC(=O)c2c(C)noc2C)cc1 returned hcGAS inh -7.3 and NPYLR7 agonist -9.2.
Screening COCCCNC(=O)CN1C(=O)CSC(c2cccc(Cl)c2)c2c(C(C)(C)C)nn(-c3ccc(C)cc3C)c21 (stereo not drawn) returned hcGAS inh -3.8 and mcGAS lum -4.9.
`C[C@@H]1CC[C@H]2[C@@H](C)C(=O)O[C@@H]3O[C@]4(C)CC[C@@H]1[C@]32OO4` gave hcGAS inh -4.2 and NPYLR7 agonist -11.0.
CCc1cc2c(=O)n(CCC(=O)Nc3ccc(C#N)c(Cl)c3)cnc2s1 was read as hcGAS inh -17.1 and NPYLR7 agonist 9.9.
O=C(c1ccc([N+](=O)[O-])o1)N1CCN(CCOC(c2ccccc2)c2cccc(C(F)(F)F)c2)CC1 (stereo not drawn) was read as hcGAS inh -9.2, NPYLR7 agonist -0.3 and mcGAS lum -7.0.
For CN(Cc1ccno1)C1CCC2(CCNCC2)CC1 the results were hcGAS inh -6.2, NPYLR7 agonist 5.4 and mcGAS lum -17.5.
For CCC1(c2ccccc2)C(=O)N(COC)C(=O)N(COC)C1=O the results were hcGAS inh -3.9, NPYLR7 agonist 11.1 and mcGAS lum -8.2.
For COc1ccc(C2=CCN(Cc3cccc4c3OCCO4)CC2)cc1 the results were hcGAS inh -7.5, NPYLR7 agonist -8.5 and mcGAS lum -17.3.

Two entries picked at random from those above:
Screening COCCCNC(=O)CN1C(=O)CSC(c2cccc(Cl)c2)c2c(C(C)(C)C)nn(-c3ccc(C)cc3C)c21 (stereo not drawn) returned hcGAS inh -3.8 and mcGAS lum -4.9.
`C[C@@H]1CC[C@H]2[C@@H](C)C(=O)O[C@@H]3O[C@]4(C)CC[C@@H]1[C@]32OO4` gave hcGAS inh -4.2 and NPYLR7 agonist -11.0.

Next entries
C=CCOc1cccc2c1cc(C(=O)N1CCN(CC)CC1)n2CC1CCCCO1 (stereo not drawn) was read as hcGAS inh -3.5 and mcGAS lum -4.6.
For O=C(O)c1cccnc1CN1CCCC(C(=O)c2ccccc2)C1 (stereo not drawn) the results were hcGAS inh -2.6, NPYLR7 agonist -2.0 and mcGAS lum -11.0.
Screening CN1CCC2(CC1)CN(C(=O)Cc1c[nH]c3ccccc13)CCCN2C returned hcGAS inh -4.3, NPYLR7 agonist 2.4 and mcGAS lum -13.8.
`CN1CCC(N(C)CCC2CCOCC2)CC1` gave hcGAS inh 3.6, NPYLR7 agonist 4.5 and mcGAS lum -15.9.
For Cc1cc(CN(C)C)c(OC(=O)N(C)C)cc1C the results were hcGAS inh -7.6 and NPYLR7 agonist 17.3.
For O=C(Cc1ccc(F)cc1)N1CCN(Cc2ccc(-c3noc(C4CCCC4)n3)cc2)CC1 the results were hcGAS inh -3.1, NPYLR7 agonist 9.0 and mcGAS lum -6.7.
For CCCNC(=O)OCC12COCN1COC2 the results were hcGAS inh 6.2 and mcGAS lum 1.5.
`O=S(=O)(c1ccc(C(F)(F)F)cc1)N1CCN(CCOC(c2ccccc2)c2ccc(N3CCOCC3)cc2)CC1` (stereo not drawn) gave hcGAS inh -7.3, NPYLR7 agonist 3.2 and mcGAS lum -7.1.
`CCC(COC(=O)c1cc(OC)c(OC)c(OC)c1)(c1ccccc1)N(C)C` (stereo not drawn) gave hcGAS inh -0.9&-3.5&1.6 and NPYLR7 agonist -14.7&-12.1&-4.5.
For C=CCSSCC=C the results were hcGAS inh -5.9 and NPYLR7 agonist 2.9.
CCOC(=O)[C@@H]1[C@@H](c2ccccc2)CN2CCN(C(=O)C3CC3)C[C@H]12 was read as hcGAS inh 4.3, NPYLR7 agonist -4.3 and mcGAS lum 0.6.
`O=C(Cc1ccc(F)cc1)N1CCN(Cc2nc3ccccc3n2Cc2ccccc2)CC1` gave hcGAS inh 6.1 and NPYLR7 agonist 1.4.
Screening NCCc1n[nH]c(=O)n1C1CCCCC1 returned hcGAS inh -3.0, NPYLR7 agonist 4.1 and mcGAS lum -19.0.
`CN(C)CP(=O)(O)CN(C)C` gave hcGAS inh -5.6 and NPYLR7 agonist 2.5.
CN1C[C@@H]2CC[C@H](CC1=O)N2Cc1nccn1C was read as hcGAS inh -7.8 and NPYLR7 agonist 9.1.
For c1cc2c(c(-c3cccc4[nH]ccc34)c1)CCNC2 the results were hcGAS inh -4.3 and NPYLR7 agonist 6.3.
`CC(=O)C1(c2ccccc2)CCN(Cc2cccc(C(=O)NCc3ccc(F)cc3)c2)CC1` gave hcGAS inh -5.6 and NPYLR7 agonist 6.6.
COc1ccc(/C=C2\C(=O)NC(=O)N(C(C)(C)C)C2=O)c(OC)c1 was read as hcGAS inh 1.3, NPYLR7 agonist -3.1 and mcGAS lum -2.2.
`C1CCCC(NC2CCCC2)CC1` gave hcGAS inh -9.0 and NPYLR7 agonist 9.4.
Screening CC1=CC(=O)c2c(O)cccc2C1=O returned hcGAS inh 3.6 and NPYLR7 agonist -8.4.

Gathered by group, the entries above with an NH in an aromatic ring (four)
COc1ccc2c(c1)CC1(CC2)NCCc2[nH]cnc21 (stereo not drawn) was read as hcGAS inh 12.6 and NPYLR7 agonist 1.2.
Screening CN1CCC2(CC1)CN(C(=O)Cc1c[nH]c3ccccc13)CCCN2C returned hcGAS inh -4.3, NPYLR7 agonist 2.4 and mcGAS lum -13.8.
Screening NCCc1n[nH]c(=O)n1C1CCCCC1 returned hcGAS inh -3.0, NPYLR7 agonist 4.1 and mcGAS lum -19.0.
For c1cc2c(c(-c3cccc4[nH]ccc34)c1)CCNC2 the results were hcGAS inh -4.3 and NPYLR7 agonist 6.3.

Continued:
Screening COc1ccc(-c2ccccc2N2CCNCC2)c2ccc(C)nc12 returned hcGAS inh -3.7 and NPYLR7 agonist 9.9.
Screening N#Cc1ccccc1NC(=O)c1cccn(Cc2ccccc2F)c1=O returned hcGAS inh -9.7 and NPYLR7 agonist 14.9.
CCCS(=O)(=O)N1CC(COC)C2(CCNCC2)C1 (stereo not drawn) was read as hcGAS inh -11.6 and mcGAS lum -5.6.
`OCC(O)Cc1ccc2c(c1)OCO2` (stereo not drawn) gave hcGAS inh -3.7 and mcGAS lum -3.6.
For O=C1c2ccccc2CC1(Br)Br the results were hcGAS inh 2.0 and NPYLR7 agonist 1.1.
`CCCN(CCC)C1Cc2cc(OC)c(OC)cc2C1` gave hcGAS inh -4.0&3.8, NPYLR7 agonist -9.5&-1.5 and mcGAS lum -3.3.
Screening N#Cc1ccc(NC(=O)Cc2cccc(C(F)(F)F)c2)cc1Cl returned hcGAS inh -10.4 and NPYLR7 agonist -1.5.
`CCC/C=C/c1ccc(CN2CCN(C)CC2)cn1` gave hcGAS inh 0.8, NPYLR7 agonist 8.6 and mcGAS lum -13.9.
`Cc1ccc(C2N(c3ccccn3)C(=O)C3CCCN32)o1` (stereo not drawn) gave hcGAS inh -8.0, NPYLR7 agonist 9.6 and mcGAS lum -7.6.
For Cc1ccc(-c2nc3ccc(C)cn3c2CC(=O)N(C)C)cc1 the results were hcGAS inh -1.9&-7.4 and NPYLR7 agonist -0.9&-11.0.
Screening C[C@]12CCC3[C@@H](CC[C@@H]4C[C@H](O)CC[C@]34C)[C@@H]1CCC2=O (stereo partly drawn) returned hcGAS inh -7.8, NPYLR7 agonist -4.0 and mcGAS lum -5.9.
Screening C[C@@H]1NCCc2cc(O)c(O)cc21 returned hcGAS inh -5.8 and NPYLR7 agonist -2.7.
CCCN1CCC[C@@H](c2cccc(O)c2)C1 was read as hcGAS inh 7.6, NPYLR7 agonist 2.8 and mcGAS lum -4.8.
For Cc1cc(NC(=O)c2nn(Cc3ccc(S(=O)(=O)N(C)c4ccccc4)cc3)c3ccccc23)no1 the results were hcGAS inh 4.8, NPYLR7 agonist -2.7 and mcGAS lum 0.6.
For N#Cc1ccc(NC(=O)CSCC2CCCO2)cc1C(F)(F)F (stereo not drawn) the results were hcGAS inh -5.1 and NPYLR7 agonist -1.1.
NC(=O)[C@H]1CN2CCN(c3ccccn3)C[C@@H]2[C@@H]1c1ccccc1 was read as hcGAS inh 3.7, NPYLR7 agonist 2.4 and mcGAS lum -7.4.

Assay outcomes as filed in PubChem BioAssay.

Not all compounds are listed (hit frequency here may not be typical).
